Lipid storage S3 – qHTS Assay for Lipid Storage Modulators in Drosophila S3 Cells; lipid storage change, negative = inhibition, % at the top dose, mostly 46.1 µM; hits show Potency in µM; 320,000 tested, 0.64% active; Drosophila S3 cells, BODIPY lipid droplet fluorescence, 18-24 h; cells fed with added oleic acid; active = well fitted inhibition curve with a large enough effect in the signal ratio, with a control signal flat, not every such curve was filed as active; inconclusive = small, poorly fitted or top-dose-only effect, or effect the other way, or a change in a side signal; the % refers to the signal ratio
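Drosophila S3 cells loaded with oleic acid (400 uM, as added) and compounds at several concentrations; lipid droplets imaged by 488-nm laser-scanning cytometry, 500–530 nm intensity and object ratio to cell channel. Percent activity normalized to 20 uM Triacsin C.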
Lipid storage S3 cell count max – further read-out of Lipid storage S3, marked with its call; cell number change, %; measured here: cell count max response;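 cells counted by Cell Tracker Red CMTPX staining in the red channel; peak over a dose series mostly up to 46.1 µM; percent activity relative to internal control wells on each plate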
An asterisk follows results filed as active; i = inactive; u = inconclusive; x = no result given. % is set by controls: 0 for no effect and ±100 for the full control effect; potency is the fitted concentration of half-maximal effect. Not all compounds are listed (hit frequency here may not be typical).

| cpd | SMILES | Lipid storage S3 | Lipid storage S3 cell count max |
| --- | --- | --- | --- |
| 1 | CCOc1ccc(/C=N/NC(=O)Cc2csc(Nc3cccc(C(F)(F)F)c3)n2)cc1 | u | x |
| 2 | CN(C)C(=O)c1cc(C(=O)c2ccc(C(F)(F)F)cc2)c[nH]1 | 5.0% | -8.4 |
| 3 | Cc1ccc(S(=O)(=O)N2CCN(CC(=O)N(CC(C)C)c3c(N)n(CC(C)C)c(=O)[nH]c3=O)CC2)c(C)c1 | -0.6% | 11.3 |
| 4 | O=C1CSC(c2ccccc2)N1CCc1ccccc1 (centres undefined) | u | x |
| 5 | C=CC[n+]1c(-c2ccc(OC)c(OC)c2)csc1NNC(=O)Nc1ccccc1 | u | x |
| 6 | O=C(c1ccc([N+](=O)[O-])cc1)N1CCN(C(=O)C2CCCCC2)CC1 | u | x |
| 7 | Cn1c(NNC(=O)C2CCCCC2)cc(=O)n(C)c1=O | u | x |
| 8 | CC(=O)Nc1ccc(S(=O)(=O)NCc2csc(-c3cccnc3)n2)cc1 | u | x |
| 9 | Cc1cccn2c(NC(=O)c3ccccc3F)c(-c3ccccc3)nc12 | 11.7% | x |
| 10 | COc1cc(C(=O)NCC(=O)OCc2cc(=O)oc3c(C)c(C)ccc23)cc(OC)c1OC | 2.5% | 18.3 |
| 11 | C=CCNC(=S)N/N=C/c1ccc(C)cc1C | u | x |
| 12 | CC(C)(C)c1cc(-c2csc(Nc3ccccc3)[n+]2Cc2ccc(C(=O)O)cc2)cc(C(C)(C)C)c1O | -11.5% | 3.0 |
| 13 | C[n+]1ccc(CC2C(=[N+]([O-])[O-])C=Nc3ncnn32)cc1 (centres undefined) | 1.9% | 3.2 |
| 14 | OC(CN1CC=C(/C=C/c2ccc(Br)cc2)CC1)c1ccccc1 (centres undefined) | u | x |
| 15 | OCC(O)CNC(=S)NC1CCCCC1 (centres undefined) | 5.6% | 5.2 |
| 16 | N/C(=N\N=C\c1ccc(Br)o1)c1nonc1N | 5.8% | 13.2 |
| 17 | CS(=O)(=O)N(CC(=O)NC1CCCCC1)c1cccc(F)c1 | u | x |
| 18 | COC(=O)C1CSc2[nH]c(=O)sc2C1c1ccc(O)c(OC)c1 (centres undefined) | i | 11.8 |
| 19 | O=C(Nc1ccc(S(=O)(=O)NCC2CCCO2)cc1)C1CC(=O)N(c2ccccc2)C1 (centres undefined) | i | -3.9 |
| 20 | COc1ccccc1N1CCN(C(=O)c2sc3ncn(CC(=O)N4CCC(C)CC4)c(=O)c3c2C)CC1 | u | x |
| 21 | COC(=O)c1c(NC(=O)CN2CCC(C(N)=O)CC2)c2c(C)cccc2n1C | u | x |
| 22 | Cc1ccc(S(=O)(=O)NNC(=S)Nc2cccc(F)c2)cc1 | -4.5% | 10.7 |
| 23 | CCOc1ccc(N2C(=O)CC(N(C)Cc3ccccc3)C2=O)cc1 (centres undefined) | -24.6% | 11.9 |
| 24 | Cc1ccccc1N1CC(C(=O)Nc2nnc(SCCN3CCOCC3)s2)CC1=O (centres undefined) | 9.1% | 4.6 |
| 25 | CSC1=N/C(=C/c2cccnc2)C(=O)N1Cc1ccccc1 | u | x |
| 26 | Cc1ccc(C)c(N)c1 | u | x |
| 27 | CC(=O)NC(C)(C)C1CC=C(C)/C(=N\O)C1 (centres undefined) | u | x |
| 28 | Cc1ccccc1NS(=O)(=O)c1ccc2c(c1)oc(=O)n2C | -15.8% | -8.5 |
| 29 | Cc1oc(-c2ccccc2Cl)nc1CSc1nc2c(c(=O)[nH]1)CCCC2 | -3.6% | 0.9 |
| 30 | C/C=C(/C)C(=O)O[C@@H]1c2cc3c(c(OC)c2-c2c(cc(OC)c(OC)c2OC)[C@@H](OC(C)=O)[C@@H](C)[C@H]1C)OCO3 | 16.0% | 16.0 |
| 31 | Cc1cc(C)c(O)c(-c2cc(C(=O)Nc3ccc(S(=O)(=O)N4CCOCC4)cc3)[nH]n2)c1 | u | x |
| 32 | COc1ccc(OC)c(NC(=O)CSc2nccn2Cc2ccco2)c1 | u | x |
| 33 | Cc1ccc(-n2nnnc2SCC(=O)c2c(N)n(CC(C)C)c(=O)n(C)c2=O)cc1 | u | x |
| 34 | CC(C(=O)c1ccc(-c2ccccc2)cc1)[n+]1cccc(Br)c1 (centres undefined) | u | x |
| 35 | CC(=O)Nc1cccc2c1C(=O)N(c1ccccc1C)C2=O | 5.0% | -1.0 |
| 36 | CSc1nc2c(c(=O)[nH]c(=O)n2C)n1Cc1ccccc1 | u | x |
| 37 | Cc1cccc(N2C(=O)CN=C2Nc2nc(C)cc(C)n2)c1 | u | x |
| 38 | CCOC(=O)c1c(C)n(CCO)c2ccc(O)cc12 | u | x |
| 39 | Cc1ccc(NC(=O)c2sc3nc(N)c(C#N)cc3c2N)cc1 | u | x |
| 40 | O=C(CCC1N=C2c3ccccc3N=C(SCC(=O)NCC3CCCO3)N2C1=O)NCc1ccc(F)cc1 (centres undefined) | i | x |
| 41 | O=C(Nc1ccc([N+](=O)[O-])cc1)c1cccc(S(=O)(=O)Nc2ccccn2)c1 | u | x |
| 42 | COCC(C)N1CCC(n2nccc2NC(=O)CCCc2ccccc2)CC1 (centres undefined) | u | x |
| 43 | C/C(=N\NC(=O)C1CC1)c1cccnc1 | -1.9% | 14.0 |
| 44 | O=C1NC(c2ccc3c(c2)OCO3)Nc2ccccc21 (centres undefined) | -0.5% | 0.7 |
| 45 | O=C(NCCCNC(=O)c1cnccn1)c1ccc(Cl)c(Cl)c1 | u | x |
| 46 | COc1cc(NC(=O)COC(=O)CNS(=O)(=O)c2ccc(F)c(F)c2F)cc(OC)c1 | 7.6% | 1.2 |
| 47 | COc1ccc(/C=N/NC(=O)CCn2nc(C)cc2C)cc1O | 0.4% | 8.6 |
| 48 | CCC1(c2ccccc2)NC(=O)N(CC(=O)Nc2ccc(S(N)(=O)=O)cc2)C1=O (centres undefined) | u | x |
| 49 | CCOC(=O)C1CCN(C(=O)CCNS(=O)(=O)c2cc(Br)cnc2N)CC1 | -16.3% | x |
| 50 | O=C(O)c1cc(NC(=O)c2ccc([N+](=O)[O-])cc2)cc(NC(=O)c2ccc([N+](=O)[O-])cc2)c1 | -11.1% | -3.2 |
| 51 | Cc1nc(SCC(=O)NCC2COc3ccccc3O2)c2c(C)c(C)sc2n1 (centres undefined) | -3.0% | -11.3 |
| 52 | COC(=O)CSC1=C(C#N)C(c2ccccc2)CC(=O)N1 (centres undefined) | i | x |
| 53 | CSCCC(NC(=O)c1ccccc1)C(=O)N1CCN(C(C)=O)CC1 (centres undefined) | -23.6% | 1.5 |
| 54 | COc1cc2c(cc1OC)/C(=C/C(=O)c1ccc(F)cc1)NCC2 | u | x |
| 55 | Cc1ccccc1OCc1n[nH]c(=S)n1Cc1ccccc1 | 7.7% | 1.0 |
| 56 | CN1CC(c2ccc(C#N)cc2)C2(COc3ccccc3C2=O)C12C(=O)Nc1ccccc12 (centres undefined) | u | x |
| 57 | CCCc1cc(=O)[nH]c(SCC(=O)N2CCN(S(=O)(=O)c3ccc(Cl)cc3)CC2)n1 | u | x |
| 58 | N#Cc1c(/N=C/c2cccs2)sc2c1CCC2 | i | 19.5 |
| 59 | Cc1ccc(S(=O)(=O)NNC(=O)C2CCN(S(=O)(=O)c3ccc(C)cc3)CC2)cc1 | -9.5% | 1.6 |
| 60 | Cc1nc2c(Cl)cc(Cl)cc2[nH]1 | u | x |

Other entries follow.
| cpd | SMILES | Lipid storage S3 | Lipid storage S3 cell count max |
| --- | --- | --- | --- |
| 61 | CCCC(=O)Nc1nc(C)c(C(C)=O)s1 | 0.9% | 0.0 |
| 62 | COc1ccccc1CNC(=O)c1sccc1C | u | x |
| 63 | CC1Cc2ccccc2N1C(=O)Cn1nc(C(=O)O)c2ccccc2c1=O (centres undefined) | u | x |
| 64 | O=C(CCc1ccccc1)N=C1SC2CS(=O)(=O)CC2N1c1ccc(F)cc1 (centres undefined) | u | x |
| 65 | CC(C)CC(=O)NC(=S)Nc1nc(-c2ccc(Cl)cc2)cs1 | 11.4% | x |
| 66 | Oc1cc(NCc2ccc(Cl)cc2)cc2cccnc12 | 18.4% | x |
| 67 | Cc1cc(NC(=O)c2cc(-c3ccco3)on2)nn1Cc1ccc(Cl)cc1 | 13.0% | 0.2 |
| 68 | COC(CNC(=O)c1ccc(N2CCC3(CC2)OCCO3)c([N+](=O)[O-])c1)OC | -23.4% | -9.8 |
| 69 | CC(Oc1cccc(F)c1)C(=O)/C=C\N(C)C (centres undefined) | -5.0% | x |
| 70 | Cc1[nH]c2ccccc2c1C(=O)C(=O)N1CCN(c2ccccc2F)CC1 | u | x |
| 71 | N#Cc1cnc(NCc2ccc(Cl)cc2Cl)nc1 | -3.4% | -0.2 |
| 72 | C=CCSc1nc(C)c(Cc2cccc3ccccc23)c(=O)[nH]1 | i | 6.1 |
| 73 | COC(=O)c1nn(-c2ccccc2)c(Sc2ccc(Cl)cc2)c1/C=N/O | u | x |
| 74 | NS(=O)(=O)c1ccc(CNC(=O)/C=C/c2c(Cl)cccc2Cl)cc1 | u | x |
| 75 | Cc1onc(-c2ccccc2)c1C(=O)Nc1cccc2nsnc12 | u | x |
| 76 | O=C(CC1CCCCC1)NCc1nc(-c2ccccc2)no1 | u | x |
| 77 | CCCCn1c(N)c(N(CC(C)C)C(=O)c2ccc(COc3ccccc3)o2)c(=O)[nH]c1=O | 23.6% | 27.8 |
| 78 | Cc1cccc(NC(=O)C(=O)NNC(=O)c2ccc(C(C)(C)C)cc2)c1 | u | x |
| 79 | COc1cccc(CC2(CO)CCN(Cc3cccn3-c3cccnc3)CC2)c1 | 2.7% | 6.6 |
| 80 | O=C(CCCN1C(=O)CCC1=O)Nc1ccc2c(c1)OCO2 | 11.5% | 4.2 |
| 81 | COc1cccc(C(=O)Nc2cc3c(cc2N2CCOCC2)n(C)c(=O)n3C)c1 | i | -14.5 |
| 82 | CCc1cccc(C)c1NC(=O)CN(C)C1=NS(=O)(=O)c2ccccc21 | u | x |
| 83 | CN(CC(=O)Nc1ccc(F)cc1)C(=O)c1cc(-c2ccco2)nc2ccccc12 | u | x |
| 84 | CCC(C(=O)OCC(=O)N(CCOC)c1c(N)n(Cc2ccccc2)c(=O)[nH]c1=O)c1ccccc1 (centres undefined) | -4.7% | x |
| 85 | COc1c(C)cccc1C(=O)Nc1ccc(N2CCOCC2)c(Cl)c1 | u | x |
| 86 | COc1ccc2c(C)cc(=O)[nH]c2c1 | i | x |
| 87 | CCOC(=O)C1CCCN(C(=O)C2CCN(c3nnc(-n4cccc4)s3)CC2)C1 (centres undefined) | 16.4µM* | -17.4* |
| 88 | CC(=O)c1ccc(NC(=O)CSc2cn[nH]n2)cc1 | -7.5% | -13.2 |
| 89 | Cc1nc2sc3c(c2c(=O)o1)CCC3 | u | x |
| 90 | CCn1c(SCc2nc3ccccc3[nH]2)nnc1-c1cccnc1 | u | x |
| 91 | CSCC[C@H](NC(=O)c1cccnc1)c1nnc2ccccn12 | i | x |
| 92 | COc1ccccc1C(=O)NCCC(=O)Nc1ncccc1O | u | x |
| 93 | Cc1ccc(S(=O)(=O)c2ccc(C)cc2)cc1 | u | x |
| 94 | CCN(CC)CCN(C(=O)c1ccc(CN2CCCCC2)o1)C(C(=O)NC1CCCCC1)c1ccc(F)cc1 (centres undefined) | 4.7% | -0.3 |
| 95 | COc1ccccc1N1CCN(C2CCCN(C(=O)c3snnc3C)C2)CC1 (centres undefined) | u | x |
| 96 | O=C(O)CCCN1C(=O)C(=O)/C(=C(/O)c2ccc(Cl)cc2)C1c1ccccc1 (centres undefined) | u | x |
| 97 | Cc1cc(OCCN2CCN(S(=O)(=O)c3ccccc3F)CC2)ccc1C(C)C | u | x |
| 98 | Nc1ccc(Cl)c(S(=O)(=O)Nc2ccccc2Cl)c1 | 14.8% | -12.3 |
| 99 | O=C(CSCCO)Nc1cccc([N+](=O)[O-])c1 | u | x |
| 100 | CC(=O)c1cccc(NC(=S)N2CCN(CCN3C(=O)c4cccc5cccc(c45)C3=O)CC2)c1 | -4.2% | 8.8 |
| 101 | CCOC(=O)C(CC(=O)O)N1CCCCC1 (centres undefined) | 26.7% | 29.6 |
| 102 | Cc1cc(C)c(S(=O)(=O)N2CCN(C(=O)C(C)Cn3nc(C)nc3C)CC2)c(C)c1 (centres undefined) | u | x |
| 103 | O=C(NCC1CCCO1)c1ccc(/C=N/O)nc1 (centres undefined) | 18.3% | -2.0 |
| 104 | O=[N+]([O-])c1ccc(OCc2nnc(-c3ccccc3)o2)cc1 | u | x |
| 105 | CC(Nc1ccc2ccccc2c1)C(=O)N/N=C/c1ccncc1 (centres undefined) | 5.9% | 6.7 |
| 106 | Cc1cc(C)cc(OCC(=O)Nc2cc(C)on2)c1 | 8.7% | 11.4 |
| 107 | Cc1ccc(NC(=O)COC(=O)CNC(=O)c2ccc(C)s2)cc1 | u | x |
| 108 | CCCn1c(=NC(C)=O)c(C(=O)OCC)cc2c(=O)n3ccccc3nc21 | u | x |
| 109 | CCOC(=O)c1c(C)[nH]c(C)c1C(=O)CSc1nc2ccccc2[nH]1 | 7.8% | -3.4 |
| 110 | CCC1=NN2C(=N)/C(=C/c3cc(C)n(-c4ccccc4)c3C)C(=O)N=C2S1 | u | x |
| 111 | O=C1CCCc2c1[nH]c1c(Br)cccc21 | u | x |
| 112 | Cn1cc(NC(=O)OCc2ccc(Cl)cc2)c(C(F)(F)F)n1 | 14.4% | 6.4 |
| 113 | Cc1cccc(N2CCN(S(=O)(=O)c3cc4c(cc3Cl)NC(=O)CO4)CC2)c1C | u | x |
| 114 | Cc1nc(COc2cccc(Cl)c2)sc1C(=O)/C=C/N(C)C | 9.4% | 1.9 |
| 115 | Cc1ccc(SCCC(=O)OCC(=O)NCC2CCCCC2)cc1 | u | x |
| 116 | Cc1ccc(-n2ncc3c2CCCC3NC(=O)c2ccoc2)cc1C (centres undefined) | u | x |
